Assay outcomes from PubChem.
IL1B NFkB inh = inhibitors of IL-1B driven NFkB p65 nuclear import, primary screen, imaging, HUVEC, IL-1B stimulus, high-content imaging. HUVEC IL-1B NFkB p65 nuclear translocation imaging. inhibition, % at 2 µM. hit rate 0.43% among 94,000. AID 796, 2007;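 active = inhibition above about 30% together with a positive call from visual inspection of the well image, limit read from the data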;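 note: nuclear over cytoplasmic p65 intensity ratio measured by imaging; 0% = IL-1B stimulated DMSO wells and 100% = unstimulated DMSO wells; values of inactives mirror those of a sister screen read the other way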
MRP reversal = reversal of MRP1-mediated doxorubicin resistance, primary screen, H69AR cells, doxorubicin co-treatment; hit rate 0.04% among 85,000; differential viability (reversal), % at 10 µM; H69AR cells + 2 uM doxorubicin, CellTiter-Glo, 72 h; AID 602, 2007;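 active = viability drop by adding the cancer drug above about 55%, with treated viability meeting a 40% cutoff, limit read from the data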;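 note: viability without doxorubicin minus viability with 2 µM doxorubicin for each compound; larger differential means the compound sensitizes cells more to doxorubicin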
IL1B NFkB pot = enhancers of NFkB p65 translocation in HUVEC – imaging, IL-1B stimulus, high-content imaging, primary screen; activation, % at 2 µM; hit rate 0.3% among 94,000; AID 819, 2007; HUVEC IL-1B NFkB p65 nuclear translocation imaging;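 active = activation above 40%, about the mean plus 3 SD, also judged a hit on visual image review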;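 note: percent activation is computed from the nuclear over cytoplasmic p65 intensity ratio; values of inactives mirror those of a sister screen read the other way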
PLAP inhibitors HTS = PLAP enzyme inhibitors, biochemical, luminescence, HTS (AID 690). hit rate 0.08% among 96,000. inhibition, % at 20 µM; hits with a dose series show IC50 in µM. purified PLAP, luminescent substrate; higher % means a stronger effect; in the data active = a potency from the dose series; inactive = the rest, 99 in 100 with inhibition below about 30%; note: strong numbers were not always called active
Bcl-B displacement = displacers of TR3 peptide from Bcl-B, primary screen, selectivity assay for Bfl-1 inhibitor project, biochemical, fluorescence polarization; Bcl-2-like protein 10 (Homo sapiens); FP displacement of FITC-TR3 peptide from Bcl-B; higher % means a stronger effect; one-dose displacement, % at 20 µM; IC50 in µM for titrated hits; hit rate 0.11% among 96,000;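 active = displacement above 50% at 20 µM plus a fluorescence interference ratio under 1.5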;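 note: plate controls were wells without compound for no effect and wells lacking Bcl-B protein for full effect; a part of the inactive calls stands beside numbers as strong as those of hits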
MRP reversal cytotoxicity = recorded beside MRP reversal, whose call it bears; viability, %; H69AR cells, CellTiter-Glo, 72 h; measured here: cytotoxicity without doxorubicin
MRP reversal with doxorubicin = recorded beside MRP reversal, whose call it bears; viability, %; measured here: viability with 2 uM doxorubicin; hits give low values
IL1B NFkB inh cell count 2 µM = second read-out of IL1B NFkB inh, no call of its own (marks repeat the call); cell count; measured here: cells passing quality filter;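 raw number of nuclei counted in each imaged well without normalization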
IL1B NFkB pot cell count 2 µM = also measured in IL1B NFkB pot; calls as there; cell count; measured here: cells passing quality filter
* = called active by the depositor; · = no result given.

SMILES	IL1B NFkB inh	IL1B NFkB inh cell count 2 µM	MRP reversal	MRP reversal cytotoxicity	MRP reversal with doxorubicin	IL1B NFkB pot	IL1B NFkB pot cell count 2 µM	PLAP inhibitors HTS	Bcl-B displacement
CCCCCCn1c(SCC(=O)c2c(N)n(C)c(=O)n(C)c2=O)nc2ccccc21	-23	151	-6	24	30	23	151	13%	-2%
CC(C)SCCCOc1ccc(C(C)(C)C)cc1	·	·	-2	103	105	·	·	5%	7%
O=C(COC(=O)c1ccc(S(=O)(=O)N2CCCC2)cc1)NCc1ccccc1	2	118	-2	95	97	-3	118	19%	6%
O=C(NCCCCc1ccccc1)C12CN(Cc3ccccc3)CC1C(c1cccc([N+](=O)[O-])c1)=NO2 (stereo not given)	-2	187	·	·	·	3	187	-20%	0%
COc1cc(OC)cc(C(=O)NC(=S)Nc2cccnc2)c1	-5	137	·	·	·	5	137	0%	-4%
CNC(=O)/C=C1\NC(C)(C)Cc2ccccc21	-1	88	10	115	105	1	88	12%	-5%
CC(C)c1nnc(NC(=O)C2CCN(c3nc4ccccc4s3)CC2)s1	·	·	-15	55	71	·	·	-10%	2%
O=C(Nc1nnc(-c2ccc3c(c2)OCCO3)o1)c1ccc(Cc2ccccc2)cc1	1	147	-22	37	59	-1	147	-14%	7%
Cc1onc(-c2c(Cl)cccc2Cl)c1C(=O)Nc1ccc2c(c1)OCO2	-20	136	2	73	71	20	136	22%	1%
c1ccc(NCc2nnc3n2CCCCC3)cc1	-5	164	6	98	93	5	164	9%	-5%
O=C1CCCC(O)=C1C1C2=C(CCCC2=O)Oc2ccccc21 (stereo not given)	-11	145	9	94	85	11	145	-13%	-8%
CSc1nc2nccc(-c3ccc(Oc4ccccc4)cc3)n2n1	-10	62	2	76	75	11	62	-32%	-13%
FC(F)(F)c1cc(-c2cccs2)nc(-n2cc(Br)cn2)n1	-4	190	10	90	79	4	190	6%	-2%
O=[N+]([O-])c1cccc(/C=N/n2c(COc3ccccc3)n[nH]c2=S)c1	-5	193	·	·	·	5	193	13%	-1%
C=CCOC(=O)C1=C(C)NC(SC)=C(C#N)C1c1ccc(OCC)cc1 (stereo not given)	0	134	-37	39	76	0	134	-6%	-15%
O=c1[nH]c2ccccc2n1CCC1CCCCC1	-16	56	0	97	97	16	56	-35%	13%
C=CCc1ccc(OCCCN2CCCC(C)C2)c(OC)c1 (stereo not given)	3	141	8	64	56	-3	141	-82%	44%
CC1=NN(C(=O)c2c(Br)cnn2C)C(O)(C(F)(F)F)C1 (stereo not given)	-4	123	·	·	·	4	123	-8%	-2%
COc1ccc2[nH]c(=O)c(CN(CCCN3CCOCC3)C(=O)NCc3ccccc3)cc2c1	-6	108	-6	105	111	6	108	-44%	11%
COC(=O)c1c(-c2cccnc2)csc1NC(=O)c1cc(C)on1	4	116	-29	50	78	-4	116	10%	0%
Cc1cc(NC(=O)CSc2ccc(-c3nc4cc(C)c(C)cc4[nH]3)cn2)no1	7	71	-12	65	77	-7	71	2%	-116%
CCOC(=O)C1=C(C)NC2=C(C(=O)CC(c3ccc(OC)c(OC)c3)C2)C1c1ccc(C)o1 (stereo not given)	-1	175	11	81	70	1	175	-70%	1%
COC(=O)CSc1nnc(-c2cccs2)n1-c1ccc(Cl)cc1	-26	136	2	101	98	26	136	8%	2%
Cc1sc2nc(SCC(=O)NCc3ccco3)n(C)c(=O)c2c1C	-8	156	9	90	81	8	156	3%	7%
COc1ccc(NC(=O)c2c(SC)nsc2SC)cc1	-7	146	6	88	83	7	146	-1%	4%
O=C(c1ccco1)N1CCCSC1=Nc1ccccc1	4	184	-2	109	110	-4	184	-6%	8%
O=C(Cn1c(-c2cncs2)nc2ccccc21)NCc1ccccc1	2	10	18	97	78	-2	10	11%	1%
O=C(Nc1ncc2c(n1)CC(c1ccco1)CC2=O)c1ccc(Cl)cc1 (stereo not given)	-3	171	4	81	77	3	171	-19%	13%
CCOc1cc(C(=O)NCc2ccc(-c3nc4ccccc4o3)cc2)cc(OCC)c1OCC	-10	120	·	·	·	9	109	-1%	-8%
COC(=O)c1nn(-c2ccccc2)ccc1=O	-15	97	4	89	85	15	97	2%	8%
O=C(OCc1ccccc1)c1cccc(-c2nnc(-c3ccccc3)o2)c1	4	111	·	·	·	-4	111	5%	-11%
CCOC(=O)N1CCN(C(=O)C(=O)Nc2ccc3nc4n(c(=O)c3c2)CCCCC4)CC1	-18	157	1	82	82	18	157	-50%	0%
CCCc1nc(SCC(=O)Nc2nc3c(s2)CCCC3)c2ccccc2n1	8	150	·	·	·	-8	150	-6%	-3%
O=c1cc(-c2ccccc2)nc(N2CCN(Cc3ccccc3)CC2)[nH]1	6	197	15	76	61	-6	197	-47%	-3%
Cc1ccc(C)c(Cn2nnc3c(=O)[nH]c(C4CCCN(C(=O)CC(C)C)C4)nc32)c1 (stereo not given)	-8	116	17	70	53	8	116	-63%	7%
CC(C)[C@H](NC(=O)Nc1ccc2c(c1)OCCO2)C(=O)O	-16	132	·	·	·	16	132	-15%	-5%
COc1ccc(-c2cnn3c4c(c(C)nc23)CCN4C2CCCC2)cc1OC	·	·	·	·	·	·	·	-20%	0%
COc1ccc(NC(=O)NC23CC4CC(CC(C4)C2)C3)cc1OC	-5	154	·	·	·	5	154	-22%	0%
NC(=O)c1ccc(F)cc1	12	187	-6	99	104	·	·	·	-6%
Cc1c(NC(=O)c2nn(C)c(=O)c3ccccc23)c(=O)n(-c2ccccc2)n1C	-6	92	·	·	·	6	92	·	·
Cc1cccc(NC(=O)c2cc(N3C(=O)CCC3=O)ccc2Cl)n1	32*	162*	-1	101	103	-32	162	15%	0%
c1ccc(C2=NCCCN2)cc1	-6	178	1	96	95	6	178	9%	10%
O=C(CCN1C(=O)c2ccncc2C1=O)Nc1ccc2c(c1)OCCO2	·	·	7	99	92	·	·	6%	-10%
CCOc1c2ccc(C(=O)NCc3ccc(OC)cc3)cc2nn1CCOC	-3	88	·	·	·	3	88	-1%	-6%
CCC(=O)N1CCN(c2ccc(NC(=O)c3ccc4c(c3)OCO4)cc2)CC1	-4	167	2	71	69	4	167	2%	3%
COc1cc2ccccc2cc1C(=O)Nc1cccnc1	-1	120	-8	57	65	1	120	25%	-2%
Cc1cc(C(=O)O)c(CSCc2cc(C(=O)O)oc2C)o1	-30	190	-3	95	98	30	190	10%	0%
Cn1cc(/C=C2/SC(=O)N(c3ccccc3)C2=O)c2ccccc21	-19	81	·	·	·	19	81	2%	-5%
COC(=O)c1ccc(NC(=O)CSCc2ccc(C)cc2)cc1	-1	58	8	104	96	1	58	35%	-5%
NC(=O)C1CCN(C(=O)c2ccco2)CC1	-2	88	10	97	87	2	88	·	·
COc1ccc(Cn2nnnc2C(c2cccnc2)N2CCN(c3ccc(O)cc3)CC2)cc1 (stereo not given)	-7	187	-14	103	117	7	187	-39%	-1%
Cc1[nH]c(=S)n(CC2CCCO2)c1C (stereo not given)	-12	76	5	83	78	13	76	·	15%
NC(=O)c1c(NC(=O)CN2CCOCC2)sc2c1CCC2	9	142	10	75	65	-9	142	5%	-4%
CCOc1ccc(OCC(=O)NCCc2nc3ccccc3[nH]2)cc1	-1	153	20	107	87	1	153	0%	2%
COc1ccccc1CNC(=O)c1cc2c(C)nn(Cc3ccc(F)cc3)c2s1	-4	169	-22	47	69	4	169	14%	-10%
Cc1cc(C)c2nc(N)sc2c1	-1	153	5	97	92	1	153	-5%	3%
Cc1ccc(CCN2CC(C(=O)NCCCN3CCCCCC3)CC2=O)cc1 (stereo not given)	-7	115	-7	86	93	7	115	-28%	10%
C=CCc1ccccc1OCC(CN1CCCCC1)OC(C)=O (stereo not given)	6	117	6	85	79	-6	117	-46%	-7%
Cc1nn(C)c(C)c1S(=O)(=O)N1CCC(C(=O)NC2CCCc3ccccc32)CC1 (stereo not given)	-12	169	-5	84	89	12	169	-68%	-5%
CCOc1nc(-c2ccccc2)ccc1-c1noc(COC)n1	-23	158	9	86	77	23	158	·	·

Another view of four compounds above.
Under each structure: IL1B NFkB inh | IL1B NFkB inh cell count 2 µM | MRP reversal | MRP reversal cytotoxicity | MRP reversal with doxorubicin | IL1B NFkB pot | IL1B NFkB pot cell count 2 µM | PLAP inhibitors HTS | Bcl-B displacement
> COC(=O)c1ccc(NC(=O)CSCc2ccc(C)cc2)cc1
 : -1 | 58 | 8 | 104 | 96 | 1 | 58 | 35% | -5%
> NC(=O)C1CCN(C(=O)c2ccco2)CC1
 : -2 | 88 | 10 | 97 | 87 | 2 | 88 | · | ·
> COc1ccc(Cn2nnnc2C(c2cccnc2)N2CCN(c3ccc(O)cc3)CC2)cc1 (stereo not given)
 : -7 | 187 | -14 | 103 | 117 | 7 | 187 | -39% | -1%
> Cc1[nH]c(=S)n(CC2CCCO2)c1C (stereo not given)
 : -12 | 76 | 5 | 83 | 78 | 13 | 76 | · | 15%

(list continues)
SMILES	IL1B NFkB inh	IL1B NFkB inh cell count 2 µM	MRP reversal	MRP reversal cytotoxicity	MRP reversal with doxorubicin	IL1B NFkB pot	IL1B NFkB pot cell count 2 µM	PLAP inhibitors HTS	Bcl-B displacement
C/C(=N\NC(=O)Cc1cccn1C)c1ccc2ccccc2c1	-18	191	12	92	80	18	191	7%	1%
Cc1ccc(S(=O)(=O)NC(C)C(=O)NC2CCCCCC2)cc1 (stereo not given)	4	161	8	88	80	-4	161	-30%	-2%
O=C(CSc1nnc(COc2ccccc2)n1-c1ccccc1)c1ccccc1	-5	160	8	90	82	5	160	1%	3%
Cc1onc(-c2c(F)cccc2Cl)c1C(=O)OCC(=O)Nc1c(C)n(C)n(-c2ccccc2)c1=O	·	·	-4	91	95	·	·	-66%	-4%
C=CCn1c(=O)n(CCOC)c(=O)c2sc3ccccc3c21	-9	80	5	83	79	9	80	14%	-2%
Cc1ccnc(NS(=O)(=O)c2ccc(NC(=O)C34CC5CC(CC(C5)C3)C4)cc2)n1	5	119	-3	88	91	-5	119	6%	1%
O=C(COc1ccc(Cl)cc1Cl)NC(=S)N1CCCc2ccccc21	-3	148	·	·	·	3	148	-36%	-2%
CCn1c(=O)c2c(cnn2C)c2ccccc21	-7	170	·	·	·	7	170	-1%	6%
O=C(O)C1CCN(c2nc(-c3ccccc3)nc3c2oc2ccccc23)CC1	5	195	-27	19	46	-5	195	-1%	-3%
CCn1c(SC)nnc1-c1ccc(S(=O)(=O)N2CCCCC2)cc1	14	75	-2	91	93	-14	75	·	·
N#CC1=C(SCC(=O)c2ccc(Br)cc2)NC2=C(C(=O)CCC2)C1c1ccco1 (stereo not given)	·	·	-49	17	66	·	·	-30%	-16%
O=C(Nc1cccc(-c2nnc(-c3ccccc3)o2)c1)C1CCCO1 (stereo not given)	-12	162	8	83	75	12	162	-28%	-3%
CCc1ccccc1N(CC)C(=O)c1cn(C)c(=O)c2cc(OC)c(OC)cc12	13	110	24	69	45	-13	110	-42%	-1%
CC1CCCCN1S(=O)(=O)c1ccc(S(=O)(=O)NCCc2ccncc2)cc1 (stereo not given)	-24	121	-17	50	67	24	121	·	·
O=C(CN(c1ccc(F)cc1)S(=O)(=O)c1ccc2c(c1)OCCO2)NCc1ccccn1	15	183	1	85	85	-15	183	-68%	10%
COc1ccc(-n2cnnc2)cc1	7	87	-3	80	83	-7	87	-11%	-14%
CC(NC(=O)Cn1nc(-c2ccccc2)c2ccccc2c1=O)c1ccccc1 (stereo not given)	-4	142	10	80	70	4	142	-12%	2%

The list is partial. The share of hits here may be higher or lower than overall.
